# KDM5B inh – KDM5B demethylase inhibition. KDM5B demethylase, FDH-coupled NADH fluorescence (FDH is formaldehyde dehydrogenase). Q9UGL1. 2.6% of 220,000 active. Potency, µM (top dose mostly 57.7 µM), inactives show at the highest dose activity change, negative = inhibition, most hits filed as inhibitors. AID 1347165; active means well fitted inhibition curve with a large enough effect; inconclusive means small, poorly fitted or top-dose-only effect; inactive means no such curve, though single readings can be large or run the other way; further: 0% is about no effect; nearly all actives have a fitted effect of over 70% in size
# Target sequence (Q9UGL1 whole entry, looked up): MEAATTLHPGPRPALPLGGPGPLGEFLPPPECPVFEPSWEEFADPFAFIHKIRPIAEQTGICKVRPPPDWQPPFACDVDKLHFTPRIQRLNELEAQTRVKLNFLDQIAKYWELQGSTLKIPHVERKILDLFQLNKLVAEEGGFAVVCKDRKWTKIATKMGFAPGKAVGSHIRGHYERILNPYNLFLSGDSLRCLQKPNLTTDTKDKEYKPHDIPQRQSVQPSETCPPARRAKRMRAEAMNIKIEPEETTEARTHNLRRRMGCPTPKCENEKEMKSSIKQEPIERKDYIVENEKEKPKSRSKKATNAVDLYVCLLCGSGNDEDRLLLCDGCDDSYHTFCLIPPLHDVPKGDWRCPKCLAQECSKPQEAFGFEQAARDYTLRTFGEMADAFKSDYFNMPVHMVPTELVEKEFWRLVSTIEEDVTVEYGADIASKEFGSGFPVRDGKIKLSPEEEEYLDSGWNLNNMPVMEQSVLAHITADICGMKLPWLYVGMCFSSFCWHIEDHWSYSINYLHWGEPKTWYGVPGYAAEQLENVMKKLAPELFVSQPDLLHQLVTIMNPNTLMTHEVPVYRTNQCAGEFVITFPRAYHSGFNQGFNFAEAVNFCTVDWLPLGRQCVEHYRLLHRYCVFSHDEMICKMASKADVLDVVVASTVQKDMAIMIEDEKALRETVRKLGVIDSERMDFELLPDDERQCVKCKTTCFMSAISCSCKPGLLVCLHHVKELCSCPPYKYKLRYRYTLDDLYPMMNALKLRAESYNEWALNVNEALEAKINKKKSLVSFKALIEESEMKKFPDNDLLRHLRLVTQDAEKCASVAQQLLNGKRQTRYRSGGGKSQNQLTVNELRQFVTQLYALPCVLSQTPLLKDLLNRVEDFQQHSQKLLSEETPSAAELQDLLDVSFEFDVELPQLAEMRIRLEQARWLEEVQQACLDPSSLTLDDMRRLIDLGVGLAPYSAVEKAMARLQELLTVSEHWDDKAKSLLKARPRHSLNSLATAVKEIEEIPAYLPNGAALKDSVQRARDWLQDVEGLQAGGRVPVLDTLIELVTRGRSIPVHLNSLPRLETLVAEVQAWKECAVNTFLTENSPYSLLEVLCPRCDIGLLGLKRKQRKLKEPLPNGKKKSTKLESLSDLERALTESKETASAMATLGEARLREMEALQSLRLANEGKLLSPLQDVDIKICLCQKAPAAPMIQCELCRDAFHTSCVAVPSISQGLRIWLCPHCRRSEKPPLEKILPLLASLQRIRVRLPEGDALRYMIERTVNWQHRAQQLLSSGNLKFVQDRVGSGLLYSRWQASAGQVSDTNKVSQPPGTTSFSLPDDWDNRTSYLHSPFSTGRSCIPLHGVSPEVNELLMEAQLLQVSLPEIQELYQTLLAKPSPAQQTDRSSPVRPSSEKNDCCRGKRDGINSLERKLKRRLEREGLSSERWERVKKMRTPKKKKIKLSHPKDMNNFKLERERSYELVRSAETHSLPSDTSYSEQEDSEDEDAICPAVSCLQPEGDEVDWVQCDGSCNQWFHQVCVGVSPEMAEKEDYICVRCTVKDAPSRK
#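 Here, H3K4me3 peptide (12.5 µM in substrate mix) is demethylated by KDM5BΔAP, 200 nM final, after 10 min compound exposure. Formaldehyde product is coupled through FDH (0.25 U/mL in mix) to NADH fluorescence; 30-min ΔRFU feeds dose-response curves.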
# Numbers without * were called inactive; ? = inconclusive; [ ] = another dose, or the depositor's remark. Potency means the concentration at half of the fitted maximal effect. Not all compounds are listed, so the mix of outcomes need not match the whole.
no.	KDM5B inh	mol
1	-1%	O=C1NC2=C(C(=O)CCC2)C(c2ccccc2)N1 (stereo not drawn)
2	13%	CN1CCCCCCN(C(=O)c2ccoc2)[C@H]2CCC[C@H]2C1=O
3	-11%	COc1ccc(CNC(=O)CCc2nnc3n(C)c(=O)c4sccc4n23)cc1
4	-23%	CCCOc1ccc(N)cc1OCCC
5	-12%	CN(C)C[C@@H]1CN(Cc2ccccc2)C[C@H]1NC(=O)C1CCOCC1
6	-14%	COc1cccc(CC(=O)N2CCC3(CC2)NC(=O)N(c2ccccc2)N3)c1
7	-12%	O=C(NC1CCN(c2cc(C(F)(F)F)ncn2)CC1)c1ccc(F)cc1Cl
8	-9%	NC(=O)C(=O)Nc1ccccc1C(=O)NCc1ccncc1
9	-2%	O=C(COc1cc(Cl)ccc1Cl)NCc1cccc(NC(=O)C2CC2)c1
10	-6%[86.2 µM]	Cc1nc2c(c(-c3ccc(O)cc3)n1)CN(CCC(C)C)CCC2
11	13%	O=C(O)COc1ccccc1CN1CCN(Cc2cccs2)CC1
12	14%	CC(C)(C)c1nc2cc(NC(=O)c3n[nH]c(=O)c4ccccc34)ccc2o1
13	28%	CCCc1c(NC(=O)Nc2ccc(Cl)cc2Cl)cnn1-c1ccccc1
14	-2%	COCCNC(=O)[C@@H]1C[C@H](Oc2ccccc2)CN1C(=O)CCc1ccccc1
15	29%	CCN(CCS(=O)(=O)c1ccc(C)cc1)C(=O)c1csc(C(C)=O)c1
16	?	Cc1cccc(NC(=O)Cn2c(=O)n(Cc3ccc(C(=O)NCc4ccc5c(c4)OCO5)cc3)c(=O)c3ccccc32)c1
17	-19%	COc1ccccc1C(=O)N1CCCCCC1c1nc(C)no1 (stereo not drawn)
18	6%	CC(C)c1ccc(Nc2nc3c(S(=O)(=O)c4ccc(Br)cc4)nnn3c3ccsc23)cc1
19	-4%[115 µM]	C=CCN(C)CC[C@@H]1CC[C@H](O)[C@@H](C(=O)NC2CC2)O1
20	-20%	CC(Sc1nc2cc(Cl)ccc2n1C)C(=O)NCc1ccc2c(c1)OCO2 (stereo not drawn)
21	?	COc1cccc(S(=O)(=O)c2cc3ccc(OC)cc3oc2=O)c1
22	-20%	COc1ccccc1NC(=O)c1ccc2ccccc2n1
23	?	COc1cc2nc(Nc3ccc(F)cc3)nc(N)c2cc1OC
24	-31%	CCOc1ccc(C(C(=O)NC2CCCC2)N(C(=O)c2snc(C(N)=O)c2N)C2CCCC2)cc1 (stereo not drawn)

# Looked up above.
# CCOc1ccc(C(C(=O)NC2CCCC2)N(C(=O)c2snc(C(N)=O)c2N)C2CCCC2)cc1 (stereo not drawn) – KDM5B inh = -31%
# C=CCN(C)CC[C@@H]1CC[C@H](O)[C@@H](C(=O)NC2CC2)O1 – KDM5B inh = -4%[115 µM]

# Next records follow.
no.	KDM5B inh	mol
25	-18%	Cc1noc(C)c1CC(=O)N1CC(=O)N(C2CCCCC2)CC(OCc2ccccc2)C1 (stereo not drawn)
26	?	CC(=O)Nc1cccc(-n2cc3c(c2-c2ccccc2Cl)c(=O)n(C)c(=O)n3C)c1
27	14%	CC(=O)Nc1ccc(S(=O)(=O)[C@H]2CS(=O)(=O)C[C@@H]2N2CCC(C)CC2)cc1
28	25%	COCCNC(=O)[C@@H]1C[C@H](Oc2cccnc2)CN1S(=O)(=O)c1cccc(OC)c1
29	14%	O=c1[nH]c(N2CCOCC2)nc2c1CCN(Cc1ccc(Br)cc1)CC2
30	1%	COc1ccccc1C(=O)NC1=Nc2ccccc2N=C(C)C1c1ccccc1 (stereo not drawn)
31	28µM*	Cc1nc(C(=O)NC2CCN(c3ncccc3C#N)CC2)cs1
32	14%	Cn1nc(C(F)(F)F)cc1-c1ccc(/C=C(\C#N)C(=O)c2ccccc2)s1
33	9%	COc1ccc(C2=C(C)C(N3CCC(C(=O)Nc4ccc(C)c(Cl)c4)CC3)=NS2(=O)=O)cc1
34	0%	CCOCCCNC(=O)CN1C(=O)c2cccnc2Sc2ccccc21
35	10%	Cc1ccc(C)c(OCCN)c1
36	-21%[115 µM]	COc1ccc(OC)c([S+](=O)([O-])c2nnn3c2nc(NCc2ccc(F)cc2)c2ccccc23)c1
37	-13%	Cc1cccc(N2CCN(C(=O)CC3CCCCN(Cc4ccccc4)C3=O)CC2)c1 (stereo not drawn)
38	14%[11.5 µM]	CCc1ccc2oc(C(=O)Nc3cc(C)ccc3C)cc(=O)c2c1
39	?	COC(=O)COc1ccc2c(C)c(CC(=O)OC)c(=O)oc2c1C
40	4%	Cc1ccc(NC(=O)c2ccc(=O)n(CCOc3ccccc3)n2)c(Br)c1
41	16µM*	COc1cc(-c2ccnc3nc(Cc4cc(F)cc(F)c4)nn23)cc(OC)c1OC
42	35%[activator]	CN1CCN(S(=O)(=O)c2ccc(F)cc2F)CC12CCNC(=O)CC2 (stereo not drawn)
43	12%	O=C(CCc1ccccc1)N1C[C@@H](CO)[C@H](c2ccncc2)C1
44	?	Cc1ccc(-c2cc(-c3ccc(=O)[nH]c3)c3cncn3c2)cn1
45	4%	Cc1ccc(CN2C(=O)SC(Nc3ccc(Cl)cc3)C2=O)cc1 (stereo not drawn)
46	14%	CNC(=O)[C@@H]1C[C@H](Oc2cccnc2)CN1C(=O)Cc1ccccc1
47	0%	O=C(O)c1cccc(C2CCCN(C(=O)CCn3nnc4ccccc43)C2)c1 (stereo not drawn)
48	43%[activator]	CCO[C@H]1CN(C(=O)c2cnc(Nc3ccccc3)nc2)C[C@@H]1O
49	0%	Cc1ccc(-c2nc(Cn3nnc(-c4ccccc4)n3)co2)c(C)c1
50	-24%	CCOc1cc(C)c(C(C)C)cc1S(=O)(=O)n1ccnc1CC
51	40µM*	CC(C)CNC(=O)c1ccc2c(c1)NC(C)(COCC1CC1)CO2 (stereo not drawn)
52	-28%	COc1cc(C(=O)Nc2ccc(Cl)c(-c3nc4ncccc4o3)c2)cc(OC)c1OC
53	-28%	CSc1cccc(Sc2cc(C(=O)NC3CCCC3)c3ccccc3n2)c1
54	15%	CC1(C)Oc2ccc(C(=O)Nc3ccccc3F)cc2N(CC(=O)N2CCOCC2)C1=O
55	-18%	CCOC(=O)NNc1ccc(C(F)(F)F)cn1
56	51%[activator]	COCCCNC(=O)C(=O)NN
57	-28%	CCOC(=O)N1CCc2c(sc3c2c(=O)n(-c2ccc(CC)cc2)c(=O)n3CC(=O)c2ccccc2)C1
58	13%	OC[C@@H]1CN(Cc2ccco2)C[C@H]1c1ccncc1
59	-8%	CCOc1ccc(CNC(=O)C2CCN(C(=O)c3sccc3-n3cccc3)CC2)cc1
60	-13%	Cn1nc(-c2ccc(OCC(=O)Nc3ccc(F)cc3)cc2)c2ccccc2c1=O
61	?	Cn1cc(-c2ccccc2)c2nc(COc3ccc(Cl)cc3)cn2c1=O
62	14%	CC(=O)NC12CC3CC(C1)CC(C(=O)NCCSCc1ccccc1)(C3)C2
63	-4%[86.2 µM]	CC(=O)NC1(C)CCCN(Cc2cc(-c3c(C)noc3C)cs2)C1 (stereo not drawn)
64	7.1µM*	CCn1cc(CN2CCN(C(=O)CCc3ccccc3)CC2)ccc1=O
65	5%	CC(C)CCn1c(SCC(=O)c2ccccc2)nc2c1c(=O)n(C)c(=O)n2C
66	-3%	Cc1ccc(C(=O)N/N=C/CCc2ccccc2)cc1C
67	-23%	Cc1ccc(-c2cc(=O)c3cc(NC(=O)c4ccco4)ccc3o2)cc1
68	?	COc1ccc(-c2cnc3[nH]cc(CC(=O)NC4CCOCC4)c3c2)cc1
69	?	COC(=O)c1sccc1NC(=O)c1ccc(C)cc1
70	-8%	COc1ccc(S(=O)(=O)Nc2cc(S(=O)(=O)c3ccccc3)c(O)c(C)c2C)cc1
71	?	O=c1oc2cc(O)ccc2cc1-c1nc(-c2ccc(Cl)cc2)cs1
72	13%	CCc1cccc(C)c1NC(=O)Cn1c(C)cc2nc3n(c(=O)c21)CCCCC3
73	-5%	CCC1CCc2nc3sc(C(=O)Nc4ccc(C)cc4C)c(N)c3cc2C1 (stereo not drawn)
74	-14%	Cc1cc2nc3n(c(=O)c2n1CC(=O)NCCCc1ccccc1)CCCC3
75	-2%	CNC(=O)[C@@H]1CN(C(=O)COc2ccc(Cl)cc2C)C[C@H]1COC
76	-8%	COc1ccc(C[C@H](NC(=O)[C@@]2(O)C[C@@H](O)[C@H](O)[C@@H](NC(=O)Nc3ccc(C(C)=O)cc3)C2)C(N)=O)cc1
77	?	CC(C)NC(=O)c1ccc(-n2c(-c3ccccc3)cc3c2CCCC3)cc1
78	25µM*	CN1CCOc2c(C(=O)NCc3cccnc3)cc(-c3ccccc3F)cc21
79	-17%	Cc1ccc(-c2n[nH]c3c2C(c2ccc(C(C)(C)C)cc2)NC3=O)cc1 (stereo not drawn)
80	-25%	COc1ccc(NC(=O)/C(C#N)=C/c2cc(C)n(-c3ccc(F)cc3)c2C)cc1

# Nos. 53 to 77 of the list above:
no.	KDM5B inh	mol
53	-28%	CSc1cccc(Sc2cc(C(=O)NC3CCCC3)c3ccccc3n2)c1
54	15%	CC1(C)Oc2ccc(C(=O)Nc3ccccc3F)cc2N(CC(=O)N2CCOCC2)C1=O
55	-18%	CCOC(=O)NNc1ccc(C(F)(F)F)cn1
56	51%[activator]	COCCCNC(=O)C(=O)NN
57	-28%	CCOC(=O)N1CCc2c(sc3c2c(=O)n(-c2ccc(CC)cc2)c(=O)n3CC(=O)c2ccccc2)C1
58	13%	OC[C@@H]1CN(Cc2ccco2)C[C@H]1c1ccncc1
59	-8%	CCOc1ccc(CNC(=O)C2CCN(C(=O)c3sccc3-n3cccc3)CC2)cc1
60	-13%	Cn1nc(-c2ccc(OCC(=O)Nc3ccc(F)cc3)cc2)c2ccccc2c1=O
61	?	Cn1cc(-c2ccccc2)c2nc(COc3ccc(Cl)cc3)cn2c1=O
62	14%	CC(=O)NC12CC3CC(C1)CC(C(=O)NCCSCc1ccccc1)(C3)C2
63	-4%[86.2 µM]	CC(=O)NC1(C)CCCN(Cc2cc(-c3c(C)noc3C)cs2)C1 (stereo not drawn)
64	7.1µM*	CCn1cc(CN2CCN(C(=O)CCc3ccccc3)CC2)ccc1=O
65	5%	CC(C)CCn1c(SCC(=O)c2ccccc2)nc2c1c(=O)n(C)c(=O)n2C
66	-3%	Cc1ccc(C(=O)N/N=C/CCc2ccccc2)cc1C
67	-23%	Cc1ccc(-c2cc(=O)c3cc(NC(=O)c4ccco4)ccc3o2)cc1
68	?	COc1ccc(-c2cnc3[nH]cc(CC(=O)NC4CCOCC4)c3c2)cc1
69	?	COC(=O)c1sccc1NC(=O)c1ccc(C)cc1
70	-8%	COc1ccc(S(=O)(=O)Nc2cc(S(=O)(=O)c3ccccc3)c(O)c(C)c2C)cc1
71	?	O=c1oc2cc(O)ccc2cc1-c1nc(-c2ccc(Cl)cc2)cs1
72	13%	CCc1cccc(C)c1NC(=O)Cn1c(C)cc2nc3n(c(=O)c21)CCCCC3
73	-5%	CCC1CCc2nc3sc(C(=O)Nc4ccc(C)cc4C)c(N)c3cc2C1 (stereo not drawn)
74	-14%	Cc1cc2nc3n(c(=O)c2n1CC(=O)NCCCc1ccccc1)CCCC3
75	-2%	CNC(=O)[C@@H]1CN(C(=O)COc2ccc(Cl)cc2C)C[C@H]1COC
76	-8%	COc1ccc(C[C@H](NC(=O)[C@@]2(O)C[C@@H](O)[C@H](O)[C@@H](NC(=O)Nc3ccc(C(C)=O)cc3)C2)C(N)=O)cc1
77	?	CC(C)NC(=O)c1ccc(-n2c(-c3ccccc3)cc3c2CCCC3)cc1

# (more compounds)
no.	KDM5B inh	mol
81	?	Cc1sc2ccccc2[n+]1CC(=O)O
82	31%[86.2 µM]	CC(=O)N1CC2(Cc3ccccc31)CN(C(=O)c1ccc(F)cc1)C2
83	-18%	O=c1[nH]c(N2CCc3ccccc3C2)nc2c1CCN(Cc1cccs1)CC2
84	-11%[115 µM]	O=C(c1ccc2c(c1)OCO2)N1CCc2nc(C3CC3)nc(-c3ccc(Cl)cc3)c2C1
85	20%	COc1ccc(C(Nc2ncc(C(F)(F)F)cc2Cl)c2nccn2C)cc1 (stereo not drawn)
86	9%	O=C(Cc1ccc2c(c1)CCCC2)NNC(=O)c1ccncc1
87	8%	CS(=O)(=O)c1ccc(CC(=O)N2CCCC(c3cccc(C(=O)O)c3)C2)cc1 (stereo not drawn)
88	-21%	COc1ccccc1CCC(=O)N1CCC2(CC1)NC(=O)N(c1ccc(F)cc1)N2
89	18%	CC(CCc1ccccc1)NC(=O)CCn1ccn2nc3c(c2c1=O)CCCC3 (stereo not drawn)
90	?	CC(C)(C)C(=O)/C=c1/[nH]c(=O)/c(=C/c2c(F)c(F)c(F)c(F)c2F)s1
91	-2%	Cc1ccsc1CCN1C(=O)N(c2ccccc2)C(=O)C1CC(=O)Nc1ccc(F)cc1 (stereo not drawn)
92	?	Fc1ccc(-c2csc(=Nc3cccc(C(F)(F)F)c3)n2Cc2ccc3c(c2)OCO3)cc1
93	?	Cc1cccc(-c2nc(C)c(CCNC(=O)C(=O)Nc3ccccc3C#N)s2)c1
94	20%	CN(C)S(=O)(=O)c1ccc(C(=O)NCc2nnc(SCC(=O)N3CCCC3)o2)cc1
95	-8%	Cn1ncc(N2CCCC(CC(=O)NCCN3CCCCC3)C2)cc1=O (stereo not drawn)
96	?	O=C(O)c1cc(-c2c[nH]c3ccccc23)nc2cc3ccccc3cc12
97	3%	COc1cccc(CNC(=O)Cn2ncn3nc(-c4cccs4)cc3c2=O)c1OC
98	-27%	Cc1ccc(OCc2nc(C#N)c(NCc3ccc4c(c3)OCO4)o2)cc1
99	-5%	COc1ccc(C(CC(=O)Nc2ncccc2C)N2Cc3ccccc3C2=O)cc1OC (stereo not drawn)
100	14%	COc1ccc(C(=O)Oc2ccc3c(=O)c(-c4ccccc4)coc3c2)cc1OC
101	?	Cc1cccc(C2C=C(c3ccc(C)c(C)c3)Nc3nnnn32)c1 (stereo not drawn)
